# High-throughput results: PubChem BioAssay, University of Kansas High Throughput Screening Laboratory
# mHTT-CaM PPI inh = disrupts binding of mutant huntingtin to calmodulin; P42858; AlphaScreen His-mHTT/GST-CaM binding, luminescence; inhibition, % at 15 µM; 3.6% of 190,000 active; AID 1671202;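 note: 0% = both proteins with DMSO and 100% = one protein alone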
# Target sequence (P42858 whole entry, looked up, stated change not applied): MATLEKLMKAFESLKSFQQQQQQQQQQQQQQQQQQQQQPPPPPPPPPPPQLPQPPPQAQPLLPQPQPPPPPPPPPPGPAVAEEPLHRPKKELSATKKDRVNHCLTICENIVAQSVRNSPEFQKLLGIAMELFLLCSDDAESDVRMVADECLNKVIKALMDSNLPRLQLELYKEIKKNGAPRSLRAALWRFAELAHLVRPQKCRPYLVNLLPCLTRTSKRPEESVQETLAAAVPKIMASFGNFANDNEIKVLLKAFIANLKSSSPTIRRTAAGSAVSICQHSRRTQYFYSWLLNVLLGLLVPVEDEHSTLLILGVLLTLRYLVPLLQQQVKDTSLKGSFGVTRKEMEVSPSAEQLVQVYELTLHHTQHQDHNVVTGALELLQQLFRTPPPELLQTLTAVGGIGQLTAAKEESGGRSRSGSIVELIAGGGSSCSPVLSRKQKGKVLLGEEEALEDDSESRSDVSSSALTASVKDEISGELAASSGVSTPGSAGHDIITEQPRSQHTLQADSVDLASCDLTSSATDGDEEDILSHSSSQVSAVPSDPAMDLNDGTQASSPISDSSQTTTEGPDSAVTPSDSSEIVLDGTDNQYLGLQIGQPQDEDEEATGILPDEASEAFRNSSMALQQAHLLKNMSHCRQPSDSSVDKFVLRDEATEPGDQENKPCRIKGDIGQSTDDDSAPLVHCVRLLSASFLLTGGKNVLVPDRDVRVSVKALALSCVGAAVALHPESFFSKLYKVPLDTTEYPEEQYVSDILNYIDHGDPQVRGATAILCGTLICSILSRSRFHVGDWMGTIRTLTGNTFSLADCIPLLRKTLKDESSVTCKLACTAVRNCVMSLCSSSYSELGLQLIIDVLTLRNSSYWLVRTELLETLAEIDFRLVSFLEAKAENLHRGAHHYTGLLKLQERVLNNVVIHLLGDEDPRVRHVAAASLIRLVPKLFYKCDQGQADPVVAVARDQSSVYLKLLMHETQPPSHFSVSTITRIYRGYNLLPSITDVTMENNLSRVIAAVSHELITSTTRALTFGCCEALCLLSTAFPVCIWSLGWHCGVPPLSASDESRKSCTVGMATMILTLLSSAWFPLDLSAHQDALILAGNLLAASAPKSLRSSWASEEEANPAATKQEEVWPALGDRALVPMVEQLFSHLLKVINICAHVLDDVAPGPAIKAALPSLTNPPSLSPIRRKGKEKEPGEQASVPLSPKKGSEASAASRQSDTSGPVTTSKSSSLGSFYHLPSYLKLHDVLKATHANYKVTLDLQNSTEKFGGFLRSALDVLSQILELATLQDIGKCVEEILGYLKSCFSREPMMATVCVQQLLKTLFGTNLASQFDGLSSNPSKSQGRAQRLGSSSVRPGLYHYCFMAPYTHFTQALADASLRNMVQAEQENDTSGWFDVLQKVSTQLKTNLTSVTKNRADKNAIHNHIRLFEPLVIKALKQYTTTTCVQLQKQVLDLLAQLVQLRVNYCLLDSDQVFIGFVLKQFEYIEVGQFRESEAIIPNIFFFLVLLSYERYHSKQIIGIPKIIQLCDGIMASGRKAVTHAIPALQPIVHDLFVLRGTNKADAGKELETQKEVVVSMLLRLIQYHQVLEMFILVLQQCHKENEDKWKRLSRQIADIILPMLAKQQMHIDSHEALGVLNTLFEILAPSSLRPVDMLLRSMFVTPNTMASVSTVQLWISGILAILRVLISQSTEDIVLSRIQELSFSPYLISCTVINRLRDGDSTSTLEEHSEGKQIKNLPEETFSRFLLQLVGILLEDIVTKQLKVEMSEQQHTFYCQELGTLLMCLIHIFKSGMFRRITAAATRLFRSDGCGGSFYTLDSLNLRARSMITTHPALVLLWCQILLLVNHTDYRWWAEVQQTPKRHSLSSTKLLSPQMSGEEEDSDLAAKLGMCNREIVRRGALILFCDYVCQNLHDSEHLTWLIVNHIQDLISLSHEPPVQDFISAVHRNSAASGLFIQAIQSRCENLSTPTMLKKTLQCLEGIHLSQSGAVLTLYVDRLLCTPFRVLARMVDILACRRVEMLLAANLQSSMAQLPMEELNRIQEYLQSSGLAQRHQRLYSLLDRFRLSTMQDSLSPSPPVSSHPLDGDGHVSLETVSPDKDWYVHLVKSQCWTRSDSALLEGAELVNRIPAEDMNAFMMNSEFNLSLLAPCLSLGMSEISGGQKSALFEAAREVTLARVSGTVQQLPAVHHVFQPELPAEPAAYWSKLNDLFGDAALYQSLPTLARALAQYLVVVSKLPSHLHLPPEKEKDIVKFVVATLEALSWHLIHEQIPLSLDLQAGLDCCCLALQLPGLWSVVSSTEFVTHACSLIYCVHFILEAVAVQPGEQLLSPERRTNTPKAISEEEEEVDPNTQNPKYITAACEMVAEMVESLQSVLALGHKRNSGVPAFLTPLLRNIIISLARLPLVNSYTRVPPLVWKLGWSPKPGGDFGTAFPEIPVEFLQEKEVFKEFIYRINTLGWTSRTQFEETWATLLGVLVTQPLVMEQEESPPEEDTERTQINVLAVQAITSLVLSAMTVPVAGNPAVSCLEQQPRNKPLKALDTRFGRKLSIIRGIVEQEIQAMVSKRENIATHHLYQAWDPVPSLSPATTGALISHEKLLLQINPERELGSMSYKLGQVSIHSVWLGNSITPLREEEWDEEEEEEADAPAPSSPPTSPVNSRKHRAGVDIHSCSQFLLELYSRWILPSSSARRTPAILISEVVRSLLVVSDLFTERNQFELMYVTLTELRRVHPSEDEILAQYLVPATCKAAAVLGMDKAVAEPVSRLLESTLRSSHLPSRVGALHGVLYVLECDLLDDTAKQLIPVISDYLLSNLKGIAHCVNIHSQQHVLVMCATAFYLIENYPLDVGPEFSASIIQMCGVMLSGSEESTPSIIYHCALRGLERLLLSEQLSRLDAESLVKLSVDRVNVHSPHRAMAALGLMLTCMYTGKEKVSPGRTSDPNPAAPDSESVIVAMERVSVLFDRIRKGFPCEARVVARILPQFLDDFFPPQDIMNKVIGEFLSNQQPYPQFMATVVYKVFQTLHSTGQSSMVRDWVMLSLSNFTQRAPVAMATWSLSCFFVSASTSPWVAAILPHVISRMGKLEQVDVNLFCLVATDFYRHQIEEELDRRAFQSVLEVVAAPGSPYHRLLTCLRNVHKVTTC
# Pf apPOL block = Pf-apPOL DNA polymerase inhibition; Recombinant Pf-apPOL, molecular beacon fluorescence, 1.5 h; inhibition, % at 10 µM; 0.25% of 210,000 active; AID 1794808
# The depositor's hits bear a star; i = inactive; nt = not tested or not shown; & = joins results of further samples. Cut-off read from the data, not from the text of the source: active = inhibition above about 50%; inactive = the rest.
(1) Cc1ccc2c(c1)NC(=O)c1cc(NC(=O)c3ccccc3Br)ccc1O2
(2) O=[N+]([O-])c1ccc(N2CCN(Cc3ccccn3)CC2)cc1
(3) Cc1cc(C)n(-c2cc(Nc3ccccc3)ncn2)n1
(4) COC(=O)CN1CC(=O)c2ccccc2S1(=O)=O
(5) COc1cc(Br)c(S(=O)(=O)NCc2ccccc2)cc1OC
(6) O=C(NCCC1=CCCCC1)C1CCN(c2nc3ccccc3[nH]2)CC1

Assay by compound	1	2	3	4	5	6
Pf apPOL block	-1.2	-1.4	-2.8	-3.1	-4.4	-2.4
mHTT-CaM PPI inh	-2.3	7.9	-6.7	-0.4	-3.6	-2.0

(7) N#Cc1c(C(F)(F)F)cc(NCCCN2CCOCC2)n2c1nc1ccccc12
(8) CCc1ccc(C(=O)N2CCC(N3CCN(Cc4cccc(F)c4)C3=O)CC2)cc1
(9) COc1ccc(N2C(=O)CC(N3CCN(Cc4ccccc4Cl)CC3)C2=O)cc1 (stereo not given)
(10) O=C(Nc1c(C(=O)Nc2ccccc2)cnn1-c1ccccc1)c1ccccc1F
(11) Cc1ccsc1/C=N/NC(=O)Cc1cc(=O)[nH][nH]1
(12) C=CCOC(=O)Oc1ccc2c(=O)c(-c3ccc(Cl)cc3)coc2c1

Assay by compound	7	8	9	10	11	12
Pf apPOL block	-2.9	-5.8	-1.1	1.5	nt	0.7
mHTT-CaM PPI inh	16.0	36.5	6.0	-5.2	i	5.0

(13) O=C(NCc1ccccn1)c1ccc2c(c1)N(Cc1c(F)cccc1Cl)C(=O)CS2
(14) O=C(Nc1cc2c(cc1Cl)OCCO2)c1cc(Cl)ccc1O
(15) C#CCNc1ccc2c(c1)OC[C@H](C)NS2(=O)=O
(16) CC(C)(C)C(=O)N1CCCC2(CC(c3cccc(Cl)c3)=CO2)C1 (stereo not given)
(17) CCOC(=O)c1[nH]c2ccccc2c1NC(=O)CC
(18) COCCOCC1CCN(C(=O)C(C)(C)C)CC1

Assay by compound	13	14	15	16	17	18
Pf apPOL block	-5.2	-27.7	-3.4	-5.0	-5.7	-0.1
mHTT-CaM PPI inh	29.0	-0.5	-2.6	-5.6	0.9	-9.5

(19) CNC(=O)c1cc(C)nc2ccc(C)cc12
(20) CCC(Cc1ccccc1)NC(=O)c1csc2c1CCCC2 (stereo not given)
(21) CC(Oc1ccc(Cl)cc1Cl)C(=O)Nc1ncccn1 (stereo not given)
(22) COc1ccc(C2C3C(=O)NC(=O)C3ON2c2ccccc2)cc1 (stereo not given)
(23) O=C(NCc1ccccn1)c1ccc(N2CCNC(c3ccccc3)C2)nc1 (stereo not given)
(24) Cc1c(C)n(C(=O)COc2cccc3cccnc23)c2ccccc12

Assay by compound	19	20	21	22	23	24
Pf apPOL block	83.9*	-1.2	-1.5	-7.4	-11.0	5.1
mHTT-CaM PPI inh	-1.2	-14.7	-5.0	-1.7	-0.9	40.0

(25) CC(C)CNC(=O)C1CCN(C2CCN(C(=O)c3ccc(Cl)cc3)CC2)CC1
(26) COC(=O)CCN1C(=O)C(=Cc2cc(OC)c(OC)c(OC)c2)SC1=S
(27) COc1ccc(CSc2n[nH]c(-c3ccc(OC)cc3)n2)cc1
(28) Cc1cc(OCC(=O)Nc2ccncc2)ccc1Cl
(29) Cc1ccc2nc(-c3ccc(NC(=O)c4cccc(S(C)(=O)=O)c4)cc3)sc2c1
(30) Cc1csc(NC(=O)C2CCCN(c3ncnc4c3nc3n4CCCCC3)C2)n1 (stereo not given)

Assay by compound	25	26	27	28	29	30
Pf apPOL block	-4.9	-19.9	2.2	-12.2	2.7	1.1
mHTT-CaM PPI inh	-4.5	8.2	-7.5	15.1	-11.8	11.6

(31) Cc1ccc(NC(=O)Cn2nc(N3CCCC(C)C3)c3ccccc3c2=O)c(F)c1 (stereo not given)
(32) Cc1cc2c3c(C)n(C)c(C)c3c(C)nn2c1
(33) Clc1ccc(Sc2cccc(Cl)c2Cn2cccc2)cc1
(34) CC(C)CC1C(=O)N(Cc2cn(CCC3OCCCO3)nn2)CCS(=O)(=O)N1Cc1ccc(-c2ccc(F)nc2)cc1 (stereo not given)
(35) COCCNC(=O)C1COc2ccc(NC(=O)C(C)(C)C)cc2C1 (stereo not given)
(36) CCC(=O)N1CCN(c2nc3c(s2)CC(C(=O)Nc2ccccc2C)CC3)CC1 (stereo not given)

Assay by compound	31	32	33	34	35	36
Pf apPOL block	0.7	4.8	4.9	0.5	-2.0	-4.6
mHTT-CaM PPI inh	-9.8	79.1*	nt	35.3	0.5	19.4

# Sorted by SMILES length (descending): three of the compounds above
(34) CC(C)CC1C(=O)N(Cc2cn(CCC3OCCCO3)nn2)CCS(=O)(=O)N1Cc1ccc(-c2ccc(F)nc2)cc1 (stereo not given)
(31) Cc1ccc(NC(=O)Cn2nc(N3CCCC(C)C3)c3ccccc3c2=O)c(F)c1 (stereo not given)
(32) Cc1cc2c3c(C)n(C)c(C)c3c(C)nn2c1

Assay by compound	34	31	32
Pf apPOL block	0.5	0.7	4.8
mHTT-CaM PPI inh	35.3	-9.8	79.1*

# (cont.)
(37) CN(C)C(CNC(=O)c1ccc2nsnc2c1)c1cn(C)c2ccccc12 (stereo not given)
(38) CCN1CCCC1CNc1ccc(N2C(=O)C3C4C=CC(C4)C3C2=O)cc1[N+](=O)[O-] (stereo not given)
(39) COc1ccc(OC)c(C2N(c3nccs3)C(=O)C3CCCN32)c1 (stereo not given)
(40) NC(=O)c1cc2ccccc2oc1=Nc1ccc(-c2ccccc2)cc1
(41) Cc1ccc(N2C(=O)CSC2c2ccc(F)c(F)c2)cc1C (stereo not given)
(42) CC(C)C(C(=O)NC1CCCCC1)N1C(=O)c2ccccc2C1=O (stereo not given)

Assay by compound	37	38	39	40	41	42
Pf apPOL block	-1.0	-9.3	-0.5	-1.2	0.2	-3.0
mHTT-CaM PPI inh	6.1	10.0	6.0	4.0	9.0	-1.0

(43) O=C(Nc1ccc(C(F)(F)F)cc1)C1CCN(S(=O)(=O)c2cccs2)CC1
(44) Cc1cc(C)c(C#N)c(SC(C(=O)Nc2c(F)cccc2F)c2ccccc2)n1 (stereo not given)
(45) O=C(CSc1nnc2ccc(-c3cccs3)nn12)c1ccccc1
(46) COc1ccc(C2CN(S(=O)(=O)c3cccc(Cl)c3)CCN2C)cc1 (stereo not given)
(47) Cc1ccc(C)c(C(=O)N2CCc3c(c(-c4nc(-c5cccc(F)c5)no4)nn3C)C2)c1
(48) CC(C)Cn1c(=O)c(N2CCN(S(=O)(=O)c3ccccc3F)CC2)nc2ccncc21

Assay by compound	43	44	45	46	47	48
Pf apPOL block	-4.4	2.4	5.2	-1.5	-3.2	-7.3
mHTT-CaM PPI inh	-16.0	nt	2.5	-0.3	-6.4	-1.4

# Exported with two lines to a compound: 6 of the compounds above
# Values run as follows: Pf apPOL block	mHTT-CaM PPI inh
43) O=C(Nc1ccc(C(F)(F)F)cc1)C1CCN(S(=O)(=O)c2cccs2)CC1
    -4.4	-16.0
47) Cc1ccc(C)c(C(=O)N2CCc3c(c(-c4nc(-c5cccc(F)c5)no4)nn3C)C2)c1
    -3.2	-6.4
45) O=C(CSc1nnc2ccc(-c3cccs3)nn12)c1ccccc1
    5.2	2.5
46) COc1ccc(C2CN(S(=O)(=O)c3cccc(Cl)c3)CCN2C)cc1 (stereo not given)
    -1.5	-0.3
44) Cc1cc(C)c(C#N)c(SC(C(=O)Nc2c(F)cccc2F)c2ccccc2)n1 (stereo not given)
    2.4	nt
48) CC(C)Cn1c(=O)c(N2CCN(S(=O)(=O)c3ccccc3F)CC2)nc2ccncc21
    -7.3	-1.4

# Further structures:
(49) CC(C)(C)N(Cc1cn(CC2CCCCC2)nn1)S(=O)(=O)c1ccccc1Br
(50) CN(C)c1ccc(/C=C2\C(=O)N(c3ccccc3)N=C2c2ccccc2)cc1
(51) Cc1ccccc1-c1noc(CCn2nc(-c3ccccc3)ccc2=O)n1
(52) O=C(NC1CCCC1)N1CCc2nc(-c3ccccc3)ncc2C1
(53) Cc1c(Br)c([N+](=O)[O-])nn1CC(=O)Nc1ncccc1C1CCCN1C (stereo not given)
(54) Cc1nc(C(F)(F)F)ccc1C#N

Assay by compound	49	50	51	52	53	54
Pf apPOL block	3.5	-3.6	-3.5	-3.4	-5.7	-11.3
mHTT-CaM PPI inh	1.7	56.0*	2.2	-7.1	3.0	nt

(55) COc1cc(/C=C2/N=C(c3cc([N+](=O)[O-])ccc3Cl)OC2=O)cc(OC)c1OC
(56) CCc1ccc(S(=O)(=O)N2CCC(c3noc(-c4ccc(Cl)cc4)n3)CC2)cc1
(57) Cc1cc(C2CCCN2C(=O)c2cnn3c(C(F)(F)F)cc(-c4cccs4)nc23)on1 (stereo not given)
(58) O=C(Cc1ccccc1Cl)Nc1ccc(OC(F)(F)F)cc1
(59) COc1ccc(OC)c(/C=C2\N=C(c3cc([N+](=O)[O-])ccc3Cl)OC2=O)c1
(60) CCCC(=O)Nc1c2c(nn1-c1ccc(C)cc1C)CS(=O)(=O)C2

Assay by compound	55	56	57	58	59	60
Pf apPOL block	2.8	-5.0	-2.1	0.1	-5.7	-5.8
mHTT-CaM PPI inh	-1.0	-0.9	12.4	nt	-1.0	-4.0

(61) O=[N+]([O-])CC12OC3C4C5CC(C6C5C3C61)C42 (stereo not given)
(62) Cc1onc(-c2c(Cl)cccc2Cl)c1C(=O)N1CCN(c2nc(-c3cccs3)ns2)CC1
(63) O=C(Nc1cccc(C(=O)Nc2ccccc2Cl)c1)c1cccnc1
(64) CC1(C)C([N+](=O)[O-])C(c2cccnc2)NC(c2cccnc2)C1[N+](=O)[O-] (stereo not given)
(65) COc1ccc(C2=NN(C(=O)CCCC(=O)O)C(c3ccccc3F)C2)cc1OC (stereo not given)
(66) Cc1ccc(OCc2nc(C(=O)N3CCN(C)CC3)cs2)c(C)c1

Assay by compound	61	62	63	64	65	66
Pf apPOL block	-2.2	-15.1	-4.4	7.9	-5.4	-3.5
mHTT-CaM PPI inh	nt	nt	3.4	2.0	10.9	-1.0

(67) O=C(N/C(=C\c1cccc([N+](=O)[O-])c1)c1nc2ccccc2[nH]1)c1ccccc1
(68) COC[C@H]1CCCN1c1ccc2c(c1)O[C@H](C)CCN(C1CC1)S2(=O)=O
(69) N#CC1(NC(Cc2ccccc2)c2ccccc2)CCCCCC1 (stereo not given)
(70) N#Cc1cccc(NC(=O)N2CCCC2c2nc(-c3ccc(F)cc3F)no2)c1 (stereo not given)
(71) O=C(Nc1ccc2nn(-c3ccccc3)nc2c1)c1cccnc1
(72) COc1cc(C(N)CC(=O)O)ccc1OCC(N)=O (stereo not given)

Assay by compound	67	68	69	70	71	72
Pf apPOL block	-1.5	-4.5	3.7	0.0	-8.6	-5.9
mHTT-CaM PPI inh	10.5	-8.1	nt	4.4	12.0	0.0

(73) O=C(O)CCCc1c(-[n+]2ccccc2)[nH]c2ccccc12
(74) O=C(NCCC1=CCCCC1)C1CCN(c2cncnc2N2CCOCC2)CC1
(75) CCOc1ncccc1CNC(=O)c1cnccn1
(76) O=C(O)/C(=C\c1ccc2c(c1)OCO2)NC(=O)c1ccc(Br)o1
(77) O=C(Nc1sc2c(c1C(=O)NCC1CCCO1)CCCC2)c1ccco1 (stereo not given)
(78) Brc1ccc(CN2CCC(N3CCOCC3)CC2)cc1

Assay by compound	73	74	75	76	77	78
Pf apPOL block	26.9	-3.2	-0.2	39.0	-2.2	-2.1
mHTT-CaM PPI inh	-4.0	14.9	-6.3	0.0	9.9	1.0

(79) COc1ccc(OCc2nc(C#N)c(NCc3ccc(F)cc3)o2)cc1
(80) Cc1cc(SCC(=O)NN)c(C)cc1Cl
(81) O=C(O)c1ccc(-c2ccc(I)cc2Cl)o1
(82) Cc1ccc(S(=O)(=O)Nc2ccc(NC(=O)c3ccc(F)cc3)cc2)cc1
(83) CCn1cc(/C=C/C(=O)c2ccc(C)o2)cn1
(84) O=C(NCc1ccccn1)C(=O)NCC(c1ccco1)N1CCc2ccccc21 (stereo not given)

Assay by compound	79	80	81	82	83	84
Pf apPOL block	-4.4	4.4	3.0	-6.3	nt	-2.7
mHTT-CaM PPI inh	29.0	nt	3.0	7.2	-3.3	28.2

(85) Cc1cc2nn(-c3ccccc3)nc2cc1NC(=O)c1cccc([N+](=O)[O-])c1C
(86) NC(=O)CSc1n[nH]c(-c2ccncc2)n1
(87) OCCN1CCN(CC(O)COc2ccc(Cl)cc2)CC1 (stereo not given)
(88) Cc1ccc(NC(=O)c2ccc([N+](=O)[O-])c(C)c2)c(Br)c1
(89) Cc1cc(C)c(C(=O)c2ccc(C(=O)N(C)C)cc2)c(C)c1
(90) Cc1cccc(-c2nnc(C)c(N3CCc4ccccc4C3)n2)c1

Assay by compound	85	86	87	88	89	90
Pf apPOL block	-5.9	-2.1	-1.3	23.8	-2.6	-1.3
mHTT-CaM PPI inh	-6.0	21.2	-10.0	-6.9	-0.8	99.9*

(91) COc1cc(/C=C2\C(=O)NC(=O)N(c3cccc(C)c3)C2=O)cc(OC)c1O
(92) O=c1ccc(S(=O)(=O)N2CCCCC2)cn1Cc1ccc(F)cc1
(93) CN(C)S(=O)(=O)c1ccc(C(=O)Nc2ccc(C34CC5CC(CC(Cl)(C5)C3)C4)cc2)cc1
(94) Cc1ccc(S(=O)(=O)N2CCC(=O)N([C@H](COCc3cccc(C(F)(F)F)c3)Cc3ccccc3)CC2)cc1
(95) NC(=O)C1(N2CCCCC2)CCN(C(=O)CSCC(=O)O)CC1
(96) Cc1ccc(CN2CCN(C3CCN(C(=O)Nc4cccc(F)c4)CC3)C2=O)cc1
(97) O=C(NCc1cccc(C(F)(F)F)c1)c1c[nH]c2ncccc12
(98) COc1ccc(NC(=O)Nc2nnc(-c3ccccc3F)s2)cc1
(99) O=C(NCC(O)c1ccc(C(F)(F)F)cc1)c1ccco1 (stereo not given)

Assay by compound	91	92	93	94	95	96	97	98	99
Pf apPOL block	-2.9	-2.3	0.9	-3.8	-4.4&-7.4	-1.5	-0.7	-1.6	-7.5
mHTT-CaM PPI inh	4.0	-9.3	10.0	5.6	nt	5.5	-7.8	-0.8	-13.5

# This is a subset; the hit share may differ from the screen's.
